Bioassay records as filed in PubChem.
CXXC DNA block: qHTS Fluorescence Polarization Assay for Inhibitors of MLL CXXC domain - DNA interaction | Potency, µM (top dose mostly 115 µM), for inactives: top-dose activity change, negative = inhibition, actives largely listed as inhibitors | AID 2662, 2010 | MLL-CXXC / FITC-HOXA9 DNA fluorescence polarization | 0.037% of 290,000 active | Histone-lysine N-methyltransferase 2A (Homo sapiens), Q03164; active = well fitted inhibition curve with a large enough effect in the polarisation, with a control signal flat, not every such curve was filed as active; inconclusive = small, poorly fitted or top-dose-only effect, or effect the other way, or a change in a side signal; inactive = no such curve, though single readings can be large or run the other way; the % refers to the polarisation; note: potency is the fitted concentration of half-maximal effect
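Purified MLL-CXXC (added from a 7 uM solution) was preincubated 5 min at ambient with pinned compounds in 50 mM Tris-HCl pH 7.5, 50 mM NaCl, 1 mM DTT, 0.05% BSA. Fluorescein-labeled HOX-A9 DNA (50 nM solution) followed, 30 min, then polarization read.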
MBNL1-CUG inh: qHTS Assay for Inhibitors of MBNL1-poly(CUG) RNA binding; Muscleblind-like protein 1 (Homo sapiens), Q9NR56; TR-FRET MBNL1-His/biotin-(CUG)12 binding, 665/545 ratio; Potency, µM (doses to about 57.5 µM), for inactives: at the top dose activity change, negative = inhibition, actives largely listed as inhibitors; 0.036% of 280,000 active; active = well fitted inhibition curve with a large enough effect in the signal ratio, with a control signal flat, not every such curve was filed as active; inconclusive = small, poorly fitted or top-dose-only effect, or effect the other way, or a change in a side signal; inactive = no such curve, though single readings can be large or run the other way; the % refers to the signal ratio; note: potency is the fitted concentration of half-maximal effect; % is set by controls: 0 for no effect and ±100 for the full control effect
Target sequence (Q9NR56 whole entry, looked up): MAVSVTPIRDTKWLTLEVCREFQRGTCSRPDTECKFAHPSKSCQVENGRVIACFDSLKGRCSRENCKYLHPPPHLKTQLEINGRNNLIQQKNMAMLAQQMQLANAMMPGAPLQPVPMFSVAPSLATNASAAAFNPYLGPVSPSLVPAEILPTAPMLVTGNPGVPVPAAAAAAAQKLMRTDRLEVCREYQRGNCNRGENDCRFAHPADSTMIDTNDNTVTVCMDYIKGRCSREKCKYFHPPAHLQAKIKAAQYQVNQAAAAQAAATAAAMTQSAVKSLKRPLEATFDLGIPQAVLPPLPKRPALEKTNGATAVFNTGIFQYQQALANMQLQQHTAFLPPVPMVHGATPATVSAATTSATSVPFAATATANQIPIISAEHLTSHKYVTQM
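TR-FRET readout: Ex 340 nm, 665/545 nm emission ratio, normalized to buffer-only (basal) and MBNL1-(CUG)12 controls. Complex of MBNL1-His with Biotin-(CUG)12, compounds 92 nM–58 uM, incubated 60 min at room temperature.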
TSHR antagonist: Antagonists of the Thyroid Stimulating Hormone Receptor: HTS campaign; Thyrotropin receptor (Homo sapiens), P16473; TSHR-expressing cells, TSH-stimulated cAMP HTRF, 2 h; stronger effect = lower value; activity change, negative = inhibition, % at 11.5 µM; 0.2% of 330,000 active; AID 504810, 2011;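 active = activity change below a set negative limit, meaning inhibition stronger than a set level, cut at about -70% in these data; inconclusive = activity change between two set negative limits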; note: % is set by controls: 0 for no effect and ±100 for the full control effect
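Competitive HTRF cAMP read-out (cryptate anti-cAMP antibody, cAMP-d2; 30 min, room temperature) in freshly harvested TSHR cells. Compounds added before TSH at EC80 (4nM final), followed by 2 hours' incubation at 37 deg C.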
Mito fusion yeast: qHTS Assay for Small Molecule Inhibitors of Mitochondrial Division or Activators of Mitochondrial Fusion; S. cerevisiae fusion-defective mutant growth rescue, CellTiterGlo 48 h; Potency, µM (top dose mostly 46.1 µM), without a hit: at the top dose growth rescue (activation), hits mostly activators; 0.23% of 320,000 active; AID 485298, 2010;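 note: potency is the fitted concentration of half-maximal effect; % of control where 0% means no effect; nearly all actives have a fitted effect of over 45% in size; temperature-sensitive fusion mutants such as fzo1-1 at 37 °C on non-fermentable ethanol glycerol medium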
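Yeast fusion mutant, YPEG (non-fermentable carbon), compound, 48 h at 37C non-permissive; CellTiterGlo added, 10 min RT, luminescence read. Rescued growth = division inhibition.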
TCR act: Activators of T cell receptors: qHTS campaign | 330,000 tested, under 10 active | Potency, µM (top dose mostly 9.22 µM), inactives show at the highest dose activation of IL-2 secretion, usual class: activators | AID 504894, 2011 | primary human leukocytes, anti-CD3, IL-2 HTRF, 48 h; note: % of control where 0% means no effect
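Primary human leukocytes were stimulated with a-CD3 beads plus compounds for 48 hr without co-stimulation; secreted IL-2 was quantified by HTRF using a-IL-2-K (europium cryptate) and a-IL-2-d2, excited at 320nm with acceptor emission read at 665nm.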
S-ASM inh: Inhibitors of Secretory Acid Sphingomyelinase (S-ASM): qHTS; placental ASM, HMU-PC fluorogenic substrate, 60 min; Potency, µM (top dose mostly 57.5 µM), without a hit: top-dose activity change, negative = inhibition, most hits filed as inhibitors; 0.006% of 340,000 active; AID 504937, 2011; note: potency is the fitted concentration of half-maximal effect
Target sequence (P17405 47-631 limits assumed): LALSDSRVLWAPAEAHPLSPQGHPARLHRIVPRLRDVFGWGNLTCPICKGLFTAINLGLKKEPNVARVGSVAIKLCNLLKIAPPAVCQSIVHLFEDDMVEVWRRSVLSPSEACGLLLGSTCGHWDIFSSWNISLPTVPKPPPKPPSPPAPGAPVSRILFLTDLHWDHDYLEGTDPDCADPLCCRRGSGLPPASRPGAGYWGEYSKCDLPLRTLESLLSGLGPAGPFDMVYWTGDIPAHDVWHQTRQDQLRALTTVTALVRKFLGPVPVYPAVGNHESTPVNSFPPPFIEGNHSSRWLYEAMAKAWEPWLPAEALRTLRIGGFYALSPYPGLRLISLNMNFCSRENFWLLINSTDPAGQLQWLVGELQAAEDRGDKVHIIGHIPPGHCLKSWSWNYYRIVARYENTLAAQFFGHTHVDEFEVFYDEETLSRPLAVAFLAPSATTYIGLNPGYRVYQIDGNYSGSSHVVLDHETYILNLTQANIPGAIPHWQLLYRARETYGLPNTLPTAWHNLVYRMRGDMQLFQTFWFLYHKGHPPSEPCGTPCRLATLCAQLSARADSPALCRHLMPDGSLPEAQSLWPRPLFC
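Human placenta-derived ASM preincubated with compound 10 min at room temperature, then reacted with 9 uM (final) fluorogenic HMU-PC substrate for 60 min at 37 C. Stop solution raises pH to 10; fluorescence read at Ex 386/Em 447 nm.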
a7 integrin act: qHTS for Activators of Integrin-Mediated Alleviation for Muscular Dystrophy. alpha7betagal myoblasts, beta-gal FDG fluorescence, 48 h. Potency, µM (highest dose often 38.3 µM), inactives show top-dose activation, actives largely listed as activators. 0.064% of 350,000 active;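 note: potency is the fitted concentration of half-maximal effect; 100% = response of the positive control SU9516; nearly all actives have a fitted effect of over 60% in size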
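alpha7betagal+/- myoblasts (passage 13, 250/well) treated 48 h at 37C with compounds at 1:260 dilution of DMSO stock. Lysed, then beta-galactosidase activity read as FDG fluorescence (ex 480/em 540) after 30 min, with pre-read for autofluorescence.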
PTAP TSG101 blk: qHTS Assay for Iinhibitors of HIV-1 Budding by Blocking the Interaction of PTAP/TSG101 | Tumor susceptibility gene 101 protein (Homo sapiens), Q99816 | Fluorescence polarization, FITC-PTAP peptide / Tsg101 binding | Potency, µM (doses to about 115 µM), without a hit: top-dose activity change, negative = inhibition, hits mostly inhibitors | 340,000 tested, under 10 active | AID 493005, 2010; active = well fitted inhibition curve with a large enough effect in the main read-out, with a control signal flat, not every such curve was filed as active; inconclusive = small, poorly fitted or top-dose-only effect, or effect the other way, or a change in a side signal; inactive = no such curve, though single readings can be large or run the other way; note: potency is the fitted concentration of half-maximal effect; % of control where 0% means no effect
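Fluorescence anisotropy tracks displacement of a FITC-tagged PTAP peptide (50 nM) from the Tsg101 binding domain (10 uM), following a 20 min room-temperature incubation at pH 7.5.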
A-T KAP1 phos: qHTS Assay for Identifying a Potential Treatment of Ataxia-Telangiectasia | 0.19% of 320,000 active | […] A-T fibroblasts, KAP-1 phosphorylation AlphaLISA; neocarzinostatin DNA damage 30 min before lysis | Potency, µM (series often up to 57.5 µM), without a hit: at the top dose activation, actives largely listed as activators; note: potency is the fitted concentration of half-maximal effect; % of control where 0% means no effect; nearly all actives have a fitted effect of over 45% in size
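ATM-like activity read as KAP-1 phosphorylation via AlphaLISA donor/acceptor antibody pairs after lysis and 6 hr at 25C. Cells were ATM-null patient fibroblasts ([…], hTERT), dosed 60 min, then exposed to the DSB inducer NCS for 30 min.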
Menin-MLL TR inh: qHTS Assay for Inhibitors Targeting the Menin-MLL Interaction in MLL Related Leukemias: Competition With Texas Red Labeled MLL-derived Mutant Peptide. Menin + Texas Red MLL mutant peptide, fluorescence polarization. AID 1768, 2009. Potency, µM (doses to about 61.6 µM), inactives show at the highest dose FP activity change, negative = inhibition, hits mostly inhibitors. 0.23% of 270,000 active; active = well fitted inhibition curve with a large enough effect in the polarisation, with a control signal flat, not every such curve was filed as active; inconclusive = small, poorly fitted or top-dose-only effect, or effect the other way, or a change in a side signal; inactive = no such curve, though single readings can be large or run the other way; the % refers to the polarisation; note: potency is the fitted concentration of half-maximal effect; % of control where 0% means no effect; many of its hits are not listed in these tables
Numbers without * were called inactive; [ ] = remark or other dose. Unless noted, calls come from the whole dose curve; as a rule, active = well fitted curve in the direction sought with a large enough effect; inconclusive = small, poorly fitted or top-dose-only effect, or another doubt; inactive = no such curve, though single readings can be large; an effect the other way counts as inactive or inconclusive. These rows are one share of the data. The share of hits here may be higher or lower than overall.

For CO/N=C(/C(=O)N[C@@H]1C(=O)N2C(C(=O)O)=CCS[C@H]12)c1cnc(N)s1 the results were CXXC DNA block -12%, MBNL1-CUG inh 10%, TSHR antagonist 3, Mito fusion yeast 1%, A-T KAP1 phos -6% and Menin-MLL TR inh -10%.
C/C(=N\NC(=O)CC1N=C(Cc2ccccc2)NNC1=O)c1ccc(Br)cc1 (centres undefined) was read as CXXC DNA block -4%, MBNL1-CUG inh -6%, TSHR antagonist -35, Mito fusion yeast -4%, TCR act 1%, S-ASM inh -1%, a7 integrin act inconclusive, PTAP TSG101 blk -3% and A-T KAP1 phos 7%.
Screening O=C(NC(=S)NCc1cccnc1)c1cc2ccccc2o1 returned CXXC DNA block 2%, TSHR antagonist 18, Mito fusion yeast -7%, TCR act -4%, S-ASM inh 1%, a7 integrin act -14%, PTAP TSG101 blk -1%, A-T KAP1 phos 6% and Menin-MLL TR inh -2%.
`CCn1nc(NS(=O)(=O)c2ccccc2[N+](=O)[O-])c2cc3ccc(C)cc3nc21` gave CXXC DNA block -9%, MBNL1-CUG inh 22%, TSHR antagonist -10, Mito fusion yeast 1%, TCR act 0%, S-ASM inh -17%, a7 integrin act 2%, PTAP TSG101 blk -3% and A-T KAP1 phos -10%.
For COc1cccc(CN2CCC(Oc3ccc(C(=O)N4CCCCC4)cc3)CC2)c1O the results were CXXC DNA block 23%, MBNL1-CUG inh -5%, TSHR antagonist 3, Mito fusion yeast -5%, TCR act -3%, S-ASM inh 1%, a7 integrin act -41% and A-T KAP1 phos 4%.
O=c1[nH]c(C2CCCN(S(=O)(=O)Cc3ccccc3)C2)nc2c1nnn2Cc1cccc(Cl)c1 (centres undefined) was read as CXXC DNA block -11%, MBNL1-CUG inh -14%, TSHR antagonist -2, Mito fusion yeast -13%, TCR act 0%, S-ASM inh -2%, a7 integrin act 13%, PTAP TSG101 blk -7% and A-T KAP1 phos 11%.
Cc1ccc(NC(=O)CCn2c(=O)c3cccn3c3ccccc32)cc1C was read as CXXC DNA block 1%, MBNL1-CUG inh -1%, TSHR antagonist 18, Mito fusion yeast -10%, TCR act -6%, S-ASM inh -20%, a7 integrin act -19%, PTAP TSG101 blk -2% and A-T KAP1 phos 4%.
Screening CCN(C(=O)CSc1nc2c(cnn2-c2ccccc2)c(=O)[nH]1)C1CCS(=O)(=O)C1 (centres undefined) returned CXXC DNA block 4%, MBNL1-CUG inh -8%, TSHR antagonist 7, Mito fusion yeast -7%, TCR act 1%[46.1 µM], S-ASM inh 3%, a7 integrin act 0%, PTAP TSG101 blk -3%, A-T KAP1 phos 11% and Menin-MLL TR inh -7%.
For CC[n+]1c(/C=C/c2ccc(OC(C)=O)c(OC)c2)ccc2ccccc21 the results were CXXC DNA block 10%, MBNL1-CUG inh inconclusive, TSHR antagonist -10, Mito fusion yeast 0%, TCR act 2%, S-ASM inh 89%[activator], a7 integrin act -6%, PTAP TSG101 blk 3%, A-T KAP1 phos -24% and Menin-MLL TR inh -5%.
Screening O=C(CSc1nnnn1C1CCCCC1)N1CCN(C(=O)c2ccco2)CC1 returned CXXC DNA block 17%, MBNL1-CUG inh -7%, TSHR antagonist inconclusive, Mito fusion yeast -8%, TCR act -4%, S-ASM inh 7%, a7 integrin act -19%, PTAP TSG101 blk -4%, A-T KAP1 phos 5% and Menin-MLL TR inh inconclusive.
For CC(=O)Nc1ccc(C(=O)NN2C(=O)c3ccccc3C2=O)cc1 the results were CXXC DNA block 2%, MBNL1-CUG inh 20%, TSHR antagonist -3, Mito fusion yeast -6%, TCR act 3%, S-ASM inh -1%, a7 integrin act -3%, PTAP TSG101 blk 3%, A-T KAP1 phos 4% and Menin-MLL TR inh 3%.
COC(=O)c1cc(=O)n(Cc2ccc(OC)cc2)c(=NCc2ccc(OC)cc2)s1 was read as CXXC DNA block 2%, MBNL1-CUG inh -15%, TSHR antagonist -7, Mito fusion yeast -3%, TCR act -7%, S-ASM inh -14%, a7 integrin act 0%, PTAP TSG101 blk 1%, A-T KAP1 phos 1% and Menin-MLL TR inh 6%.
Oc1ccc2ccccc2c1CNc1ccc(Br)cn1 was read as CXXC DNA block 21%, MBNL1-CUG inh 3%, TSHR antagonist -20, Mito fusion yeast 3%, TCR act 0%, S-ASM inh -18%, a7 integrin act 20%, PTAP TSG101 blk 0%, A-T KAP1 phos 11% and Menin-MLL TR inh inconclusive.
Screening COc1ccc(NC2=NC(=S)N(c3ccc(C)cc3)C23CCCCC3)cc1 returned CXXC DNA block 27%, MBNL1-CUG inh -9%, TSHR antagonist 13, Mito fusion yeast -9%, TCR act 0%, S-ASM inh 5%, a7 integrin act 10%, PTAP TSG101 blk -6% and A-T KAP1 phos 4%.
For Fc1ccc(NC(=S)NCc2cccnc2)cc1 the results were CXXC DNA block 3%, MBNL1-CUG inh -1%, TSHR antagonist 4, Mito fusion yeast 3%, TCR act -2%, S-ASM inh 3%, a7 integrin act -15%, PTAP TSG101 blk 0%, A-T KAP1 phos 2% and Menin-MLL TR inh 0%.
`CC(C)(C)c1ccc(C(=O)Nc2ccc3c(c2)C(=O)NC3=O)cc1` gave CXXC DNA block 40%[activator], MBNL1-CUG inh 1%, TSHR antagonist 5, Mito fusion yeast -1%, TCR act -12%, S-ASM inh 79%, a7 integrin act -37%, PTAP TSG101 blk 1%, A-T KAP1 phos 5% and Menin-MLL TR inh inconclusive.
For CSc1ccc(S(=O)(=O)NCC(=O)OC2CCOC2=O)cc1[N+](=O)[O-] (centres undefined) the results were TSHR antagonist -9, Mito fusion yeast 0%, TCR act 2%, S-ASM inh -4%, a7 integrin act -20%, PTAP TSG101 blk -2% and A-T KAP1 phos -12%.
Screening COc1ccccc1CNC(=O)c1cc2c(=O)[nH]c3ccccc3c2n1C returned CXXC DNA block -5%, MBNL1-CUG inh -24%, TSHR antagonist -30, Mito fusion yeast 9%, A-T KAP1 phos inconclusive and Menin-MLL TR inh -8%.
Screening O=C(NC(=O)c1cc([N+](=O)[O-])ccc1Cl)C1=C(N2CCCC2)COC1=O returned TSHR antagonist -13, TCR act 2%, S-ASM inh 21%, a7 integrin act 23%, PTAP TSG101 blk -10% and A-T KAP1 phos 0%.
`O=C(O)c1ccc(CNC(=O)c2ccc(Br)o2)cc1` gave CXXC DNA block 0%, MBNL1-CUG inh 10%, TSHR antagonist -2, Mito fusion yeast 2%, TCR act -10%, S-ASM inh 5%, a7 integrin act 12%[7.66 µM], PTAP TSG101 blk -7%, A-T KAP1 phos 3% and Menin-MLL TR inh 1%.
Screening CC(=O)OCC(=O)NCc1ccc2c(c1)OCO2 returned CXXC DNA block 11%, MBNL1-CUG inh 2%, TSHR antagonist 0, Mito fusion yeast 4%, TCR act 9%, S-ASM inh 2%, a7 integrin act -10%, PTAP TSG101 blk -2%, A-T KAP1 phos 2% and Menin-MLL TR inh -6%.
Screening CCOC(=O)c1sc(NC(=S)NC(=O)c2ccccc2Cl)c(C(=O)OCC)c1C returned CXXC DNA block 12%, MBNL1-CUG inh -6%, TSHR antagonist 42, Mito fusion yeast -1%, TCR act -1%, S-ASM inh -2%, a7 integrin act -1%, PTAP TSG101 blk 1%, A-T KAP1 phos 8% and Menin-MLL TR inh 1%.
For CSc1nnc(Cn2c(=O)sc3ccccc32)n1-c1cccc(Cl)c1 the results were CXXC DNA block -4%, MBNL1-CUG inh -5%, TSHR antagonist -5, Mito fusion yeast -8%, TCR act -1%, S-ASM inh 14%, a7 integrin act -6%, PTAP TSG101 blk -8%, A-T KAP1 phos 7% and Menin-MLL TR inh -15%.
Screening O=C(c1cccs1)N1CCC2(O)CCCCC2C1c1ccc(F)cc1 (centres undefined) returned CXXC DNA block 7%, MBNL1-CUG inh -18%, TSHR antagonist 3, Mito fusion yeast -1%, TCR act 5%[46.1 µM], S-ASM inh 2%, a7 integrin act 7%, PTAP TSG101 blk -12%, A-T KAP1 phos 9% and Menin-MLL TR inh 11%.
